Screens: PubChem BioAssay, National Center for Advancing Translational Sciences (NCATS)
GALK inh = blocks human galactokinase activity; Purified GALK, Kinase-Glo residual ATP luminescence; Potency, µM (titrated, usually from 57.5 µM), for the others: at the top dose activity change, negative = inhibition, hits mostly inhibitors; hit rate 0.007% among 270,000; AID 1868; also: potency is read from the fitted curve at half-maximal effect; % is scaled to controls: 0 for no effect and ±100 for the full control effect
Target sequence (P51570 whole entry, looked up): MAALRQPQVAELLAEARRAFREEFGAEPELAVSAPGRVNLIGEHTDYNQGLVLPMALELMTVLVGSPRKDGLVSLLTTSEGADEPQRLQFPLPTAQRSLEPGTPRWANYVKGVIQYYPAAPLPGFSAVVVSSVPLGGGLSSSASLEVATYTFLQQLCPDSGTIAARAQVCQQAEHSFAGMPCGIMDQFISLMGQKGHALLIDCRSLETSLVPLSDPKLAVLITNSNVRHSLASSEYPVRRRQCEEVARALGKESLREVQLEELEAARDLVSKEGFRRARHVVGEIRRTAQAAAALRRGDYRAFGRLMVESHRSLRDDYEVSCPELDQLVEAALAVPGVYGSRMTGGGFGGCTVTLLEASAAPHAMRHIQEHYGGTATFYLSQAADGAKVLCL
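Galactose (100 uM) and ATP (35 uM) were turned over by 5 nM GALK for 1 h at RT. Kinase-Glo Plus then converted the remaining ATP into a luminescent signal.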
TCR act = activates T cell receptor signaling | primary human leukocytes, anti-CD3, IL-2 HTRF, 48 h | Potency, µM (top dose mostly 9.22 µM), without a hit: top-dose activation of IL-2 secretion, usual class: activators | 330,000 tested, under 10 active; also: % of control where 0% means no effect
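Compounds are tested in HTS on primary human leukocytes co-incubated with a-CD3 beads for 48 hr. IL-2 output is measured by time-resolved FRET.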
BCR signal inh = blocks chronic active B-cell receptor signaling | ABC-DLBCL IkBa-CBG/CBR reporter, luminescence ratio, 4 h | Potency, µM (highest dose often 46.1 µM), inactives show at the highest dose ratio change, negative = lower green/red ratio, most hits filed as inhibitors | hit rate 0.05% among 340,000; active = well fitted inhibition curve with a large enough effect in the signal ratio, with a control signal flat, not every such curve was filed as active; inconclusive = small, poorly fitted or top-dose-only effect, or effect the other way, or a change in a side signal; the % refers to the signal ratio;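 also: potency is read from the fitted curve at half-maximal effect; plate controls were basal doxycycline-induced cells for no effect and cells given 10 µM MG132 for full effect; MG132 reads +100%, hits lower the ratio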
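Cell line TMD8 (human ABC DLBCL), stably expressing tet-inducible CBG68-IkBa fusion and CBR; IMDM/0.5% FBS; cpd up to 46 uM; dox induction, 4 h, 37C/5% CO2; dual luminescence; green/red ratio; MG132 control.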
CXXC DNA block = blocks binding of human MLL CXXC domain to DNA | Q03164 | MLL-CXXC / FITC-HOXA9 DNA fluorescence polarization | Potency, µM (titrated, usually from 115 µM), without a hit: top-dose activity change, negative = inhibition, most hits filed as inhibitors | hit rate 0.037% among 290,000 | AID 2662; active = well fitted inhibition curve with a large enough effect in the polarisation, with a control signal flat, not every such curve was filed as active; inconclusive = small, poorly fitted or top-dose-only effect, or effect the other way, or a change in a side signal; inactive = no such curve, though single readings can be large or run the other way; the % refers to the polarisation; also: potency is read from the fitted curve at half-maximal effect
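Fluorescence polarization: 7 uM MLL-CXXC (stock) preincubated 5 min with compounds, then 50 nM fluorescein-HOX-A9 DNA (stock) added; 30 min ambient. Buffer 50 mM Tris-HCl pH 7.5, 50 mM NaCl, 1 mM DTT, 0.05% BSA.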
Giardia killer = Giardia lamblia killing | Giardia lamblia trophozoite viability | activity change, % at 7.66 µM, hits read low | hit rate 0.15% among 340,000 | AID 540267; in the data active = activity change below about -80%; inconclusive = between about -30% and that limit;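 also: parasites exposed to compound for two days anaerobically before the ATP read; % is scaled to controls: 0 for no effect and ±100 for the full control effect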
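Luminescence from cellular ATP indicates surviving trophozoites (100 cells/well) following 48 hrs anaerobic compound treatment at 37 deg C; signal develops 15-30 min at room temperature.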
hERG WT inh = KCNH2 (human, wildtype) channel inhibition; Q12809; U2OS, BacMam KCNH2, thallium flux FluxOr; active compounds read low; activity change, % at 1.84 µM; hit rate 0.37% among 340,000; AID 720551;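 active = maximum activity change below -70%; inconclusive = maximum activity change between -70% and -50%; inactive = maximum activity change above -50%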; also: % is scaled to controls: 0 for no effect and ±100 for the full control effect
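U2OS cells transduced with wild-type KCNH2 virus are loaded with FluxOr dye for 45 min, and thallium flux is measured in kinetic reads before and after stimulation buffer. Rate constants are normalized to DMSO controls.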
Tb PFK block = T. brucei PFK enzyme inhibition; hit rate 0.17% among 330,000; T. brucei PFK, ADP-Glo luminescence; Potency, µM (doses to about 57.5 µM), inactives show top-dose activity, negative = inhibition, actives largely listed as inhibitors; AID 485367; O15648;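 also: potency is read from the fitted curve at half-maximal effect; 0% = uninhibited 1x PFK enzyme wells and -100% = no-enzyme wells; nearly all actives have a fitted effect of over 60% in size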
Target sequence (O15648 whole entry, looked up): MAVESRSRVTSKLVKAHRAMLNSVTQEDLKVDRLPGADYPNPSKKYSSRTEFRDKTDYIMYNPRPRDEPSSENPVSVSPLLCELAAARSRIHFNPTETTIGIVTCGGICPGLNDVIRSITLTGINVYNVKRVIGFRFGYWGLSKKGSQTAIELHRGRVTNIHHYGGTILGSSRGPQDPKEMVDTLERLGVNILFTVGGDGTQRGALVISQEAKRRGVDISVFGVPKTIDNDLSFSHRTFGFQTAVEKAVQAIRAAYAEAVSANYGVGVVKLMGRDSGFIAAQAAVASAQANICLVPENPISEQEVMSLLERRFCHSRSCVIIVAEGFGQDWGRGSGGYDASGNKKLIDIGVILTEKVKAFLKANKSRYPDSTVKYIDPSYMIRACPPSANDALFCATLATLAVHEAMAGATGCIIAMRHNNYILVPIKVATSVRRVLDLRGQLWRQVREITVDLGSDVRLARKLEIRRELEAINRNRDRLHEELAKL
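PFK 1.25 nM, F6P 0.5 mM, ATP 0.1 mM, 0.1 M TEA pH 8.0, 5 mM MgCl2, 0.01% Tween20, 0.1% BSA; 45 min RT. ADP-Glo readout. qHTS titration up to 57 uM; curves fitted, compounds curve-classed.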
TSHR antagonist = human thyrotropin receptor antagonism; hit rate 0.2% among 330,000; activity change, negative = inhibition, % at 11.5 µM; AID 504810; P16473; TSHR-expressing cells, TSH-stimulated cAMP HTRF, 2 h; active compounds read low;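 active = activity change below a set negative limit, meaning inhibition stronger than a set level, cut at about -70% in these data; inconclusive = activity change between two set negative limits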; also: % is scaled to controls: 0 for no effect and ±100 for the full control effect
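TSHR-expressing cells were treated with compounds, then stimulated with TSH at EC80 (4nM final) for 2 hours at 37 deg C. Cellular cAMP was measured by HTRF competition between lysate cAMP and cAMP-d2 for a cryptate-labelled anti-cAMP antibody.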
Coupling enz = inhibits coupling enzyme system, counter-screen for aldolase hits; coupling enzyme system counterscreen, AmpLite Red fluorescence; activity change, negative = inhibition, % at 58.2 µM, hits read low; hit rate 0.67% among 290,000; AID 2472; in the data active = activity change below about -30%; also: % is scaled to controls: 0 for no effect and ±100 for the full control effect
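Final compound at 57.5 uM, incubated 10 min at RT with coupling enzyme reagent (glyceraldehyde-3-phosphate), then 20 min with substrate and AmpLite Red detection. Fluorescence read at 525/598 nm; tests interference with the coupling assay, not aldolase inhibition.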
AT treatment = potential ataxia-telangiectasia treatment | […] A-T fibroblasts, KAP-1 phosphorylation AlphaLISA; neocarzinostatin DNA damage 30 min before lysis | Potency, µM (highest dose often 57.5 µM), for the others: top-dose activation, hits mostly activators | hit rate 0.19% among 320,000 | AID 485349; also: potency is read from the fitted curve at half-maximal effect; % of control where 0% means no effect; nearly all actives have a fitted effect of over 45% in size
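hTERT-immortalized A-T patient fibroblasts ([…]), 500 cells/well in OPTI-MEM, 1% FBS, got compounds for 60 min, then NCS for 30 min at 37C. Lysates were then assayed for phospho-KAP-1 by AlphaLISA (anti-pKAP1 donor, anti-KAP1 acceptor beads), 6 hr at 25C.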
* marks the source's active call; other numbers are inactive results; ? = inconclusive; / = not tested or not shown; [ ] = another dose, or the depositor's remark. Unless noted, calls follow the shape of the dose curve; as a rule, active = well fitted curve in the direction sought with a large enough effect; inconclusive = small, poorly fitted or top-dose-only effect, or another doubt; inactive = no such curve, though single readings can be large; an effect the other way counts as inactive or inconclusive.

SMILES	GALK inh	TCR act	BCR signal inh	CXXC DNA block	Giardia killer	hERG WT inh	Tb PFK block	TSHR antagonist	Coupling enz	AT treatment
C=C(C)C(COc1c2occc2cc2ccc(=O)oc12)OC(C)(C)C(O)COc1c2occc2cc2ccc(=O)oc12 (stereo not drawn)	/	-1%	0%	/	7	2	1%	-21	/	5%
S=C(NCc1cccnc1)Nc1cc(Cl)cc(Cl)c1	-2%	-8%	-2%	0%	-1	-5	2%	-7	-2	5%
Cc1csc2nc(CNC(=O)c3cccc(C(F)(F)F)c3)cn12	0%	4%	4%	1%	3	3	0%	-1	2	-2%
Cc1cccc2cc(C3CC(c4cccs4)=NN3C(=O)CCC(=O)O)c(Cl)nc12 (stereo not drawn)	-2%	3%[46.1 µM]	-1%	?	-9	2	-14%	-1	12	-4%
O=C(NC1CCN(S(=O)(=O)c2cccc(Cl)c2)CC1)C1CCCCC1	-2%	0%	?	-2%	9	-10	-2%	-6	0	-20%
Cc1ccc(S(=O)(=O)N(CC(=O)N/N=C/c2ccco2)c2cc(Cl)cc(Cl)c2)cc1	1%	0%[46.1 µM]	?	3%	-21	-13	-1%	4	13	-6%
CC1(CCc2ccccc2)NC(=O)N(Cc2cc([N+](=O)[O-])cc3c2OCOC3)C1=O (stereo not drawn)	-1%	12%	-3%	-11%	5	-8	1%	-6	-1	2%
CC(C)N(Cc1ccccc1)C(=O)COC(=O)C1CCCCC1	/	7%[46.1 µM]	1%	/	3	-5	0%	-13	/	8%
O=C(CNC(=O)c1cc(=O)[nH]c2ccccc12)Nc1ccc(F)c(F)c1	10%	-4%	-10%	-1%	13	-2	-6%	2	3	4%
CCNC(=S)NNC(=O)c1cccs1	5%	4%	11%	1%	3	-3	-3%	-3	2	0%
Cc1cc(NC(=O)CN2C(=O)NC(CCc3ccccc3)C2=O)no1 (stereo not drawn)	-1%	-3%	1%	-1%	-2	1	-5%	3	3	8%
CCOC(=O)N1CCN(C(=O)c2cc3c(=O)[nH]c4ccccc4c3s2)CC1	-2%	0%[46.1 µM]	?	3%	32[activator]	-7	0%	-5	1	-2%
N/C(=N\OC(=O)COc1ccccc1)c1ccc(Cl)cc1	0%	1%[46.1 µM]	10%	-8%	-8	3	-7%	-6	0	-5%
CC(Sc1nc2ccccc2s1)C(=O)c1c(N)n(C)c(=O)n(C)c1=O (stereo not drawn)	12%	-1%	-5%	?	-3	4	-1%	-8	-6	1%
CCOC(=O)Cc1c(C)nc2c(-c3ccc(Cl)cc3)c(C)[nH]n2c1=O	-3%	-4%	11%	-3%	4	15	0%	-21	-3	2%
COc1cc(NC(=O)CN2C(=O)CSc3ccc(S(=O)(=O)N4CCCC4)cc32)cc(OC)c1	0%	-1%	-1%	-7%	9	-8	0%	-5	2	3%
Cc1ccc(S(=O)(=O)Nc2cccc(N(C)S(C)(=O)=O)c2)cc1[N+](=O)[O-]	4%	-3%	-7%	-9%	0	43	0%	14	1	7%[11.5 µM]
CN(C)S(=O)(=O)N1CCc2ccc(NC(=O)c3ccc(C(F)(F)F)cc3)cc2C1	0%	0%	-2%	-13%	-21	1	-6%	-25	0	-7%
COc1cccc(/C=N/NC(=O)CNC(=O)/C=C\c2ccccc2)c1O	-2%	-6%	-2%	5%	2	-10	5%	-2	/	-1%
Cc1nnc2sc(-c3cccc(NC(=O)c4cccnc4)c3)nn12	-2%	-10%	9%	-5%	-5	-8	-7%	-5	2	-7%
Cn1c(=O)c2c(nc(SCc3cccnc3)n2Cc2ccccc2)n(C)c1=O	0%	-2%	5%	-3%	-8	18	-3%	-5	1	2%
Cc1ccccc1NC(=O)c1ccc(C)c(S(=O)(=O)N2CCN(C)CC2)c1	-1%	-2%	-2%	-5%	7	-1	-1%	-9	3	3%
Cc1cc(C)c(C)c(S(=O)(=O)NCC(=O)N2CCCC2)c1C	0%	/	-1%	5%	9	19	1%	11	2	-9%
CSCCC(NC(=O)c1ccc(Cl)cc1)C(=O)OCC(C)=O (stereo not drawn)	11%	-1%	0%	13%	0	-8	3%	-2	-2	-10%
CCOC(=O)c1ccc(NC(C)=O)c([N+](=O)[O-])c1	/	2%	0%	?	26	-1	-3%	4	1	2%

Reprinted from the part before: 2 entries; new compounds follow.
SMILES	GALK inh	TCR act	BCR signal inh	CXXC DNA block	Giardia killer	hERG WT inh	Tb PFK block	TSHR antagonist	Coupling enz	AT treatment
CSCCC(NC(=O)c1ccc(Cl)cc1)C(=O)OCC(C)=O (stereo not drawn)	11%	-1%	0%	13%	0	-8	3%	-2	-2	-10%
CCOC(=O)c1ccc(NC(C)=O)c([N+](=O)[O-])c1	/	2%	0%	?	26	-1	-3%	4	1	2%
O=S1(=O)CCO[C@H]2Cc3ccccc3[C@H]2N1Cc1ccccc1Br	/	17%	2%	-6%	8	-3	0%	1	-4	11%
COc1ccc(-n2nc(C(=O)NCC(=O)NCC3CCCO3)c3ccccc3c2=O)cc1 (stereo not drawn)	1%	-6%	7%	4%	-11	-8	23%	16	0	1%
Cc1nc2sc(C(=O)c3ccccc3)c(N)c2c2c1CCCC2	1%	8%[46.1 µM]	?	0%	10	-3	-2%	-12	-7	5%
COc1ccc(CNc2ncc(-c3ccc(Cl)cc3)n2C)c(OC)c1OC	-1%	0%	-11%	23%	12	1	1%	6	-2	6%
CCOC(=O)c1nnn(CC(=O)NC(=O)Nc2ccc(F)cc2)c1C(=O)OCC	0%	2%	-9%	-6%	-2	2	-4%	-7	4	3%
O=C(CSc1nnc(-c2ccc3c(c2)OCO3)n1-c1ccccc1)c1ccc(Cl)cc1	1%	2%[46.1 µM]	1%	-2%	33[activator]	-5	0%	-8	-13	7%
Cc1ccc(F)cc1NC(=O)N1CCN(C2c3ccccc3-c3ccccc32)CC1	2%	-7%	?	-11%	-8	-12	2%	2	1	6%
COc1cc([N+](=O)[O-])cc(/C=N/NC(=O)c2ccc(NC(=O)c3ccc(C)cc3)cc2)c1O	-2%	3%	-2%	1%	1	-1	0%	-4	2	1%
NNC(=O)CCN(Cc1ccco1)S(=O)(=O)c1ccc(Cl)cc1	-1%	4%	-1%	-6%	24	3	1%	-3	-2	-2%
Cc1ccc(S(=O)(=O)N2CCOCC2)cc1NC(=O)COC(=O)CNC(=O)c1ccccc1	1%	1%	6%	7%	-2	6	-8%	7	5	-3%
CCCNC(=O)COC(=O)CCC(=O)c1cccs1	1%	2%[46.1 µM]	1%	8%	-3	1	-5%	2	0	-1%
O=C(c1ccc(F)cc1)C1CCN(Cc2cn[nH]c2-c2ccccc2)CC1	/	3%	-12%	?	-9	?	-1%	17	5	0%
CCOc1ncccc1C(=O)Nc1ccc(C(=O)Nc2ccc(OC)cc2)cc1	/	-15%	0%	/	-2	-11	1%	7	/	-14%
CC(C)c1onc(C(=O)N(C)Cc2ccccc2)c1[N+](=O)[O-]	/	1%[46.1 µM]	2%	2%	11	0	4%	-13	1	/
CCOC(=O)C1CCN(C(=O)c2cc3ccc(OC)cc3[nH]2)CC1	/	6%	?	3%	-13	0	-4%	-2	1	-3%
Cc1ccc(NC(=O)CN2CCCC2c2cccn2C)c(Br)c1 (stereo not drawn)	/	/	-3%	/	-12	-18	0%	/	/	6%
COc1ccc(NC(=O)NCc2ccccn2)cc1OC	-1%	-5%[46.1 µM]	2%	-1%	-11	0	3%	3	4	2%
O=C(c1cccnc1)N1N=C2CCCCCC2C1(O)C(F)(F)F (stereo not drawn)	12%	9%	0%	-23%	3	4	-10%	5	4	5%
COc1ccc(-c2cc3nc(C)cc(N4CC(C)CC(C)C4)n3n2)cc1 (stereo not drawn)	-3%	2%[46.1 µM]	?	7%	-4	4	-1%	5	1	0%
COc1ccc(C2=Nn3c(nnc3-c3ccccc3Cl)SC2)cc1OC1CCOC1 (stereo not drawn)	/	3%	-12%	/	-18	/	0%	62	/	7%
CN(C)CCN(C(=O)c1ccc2ccccc2c1)c1nc2ccc(Br)cc2s1	3%	6%	5%	1%	?	21	-4%	3	/	0%
CCCCOc1ccc(C(=O)NCC(=O)NCC(=O)OCC)cc1	-2%	1%	6%	13%	8	2	11%	9	-1	1%
CCOc1ccc(/C=N/NC(=O)c2ccccc2Cl)cc1CN1CC2CC(C1)c1cccc(=O)n1C2 (stereo not drawn)	/	1%	?	/	10	1	-1%	-7	/	-6%
Cc1cc(NC(=O)CSc2ccc(-c3ccccc3)nn2)no1	1%	/	-1%	0%	-9	0	-1%	-1	3	7%
CCOC(=O)C/C(C)=N\Nc1ccc([N+](=O)[O-])cc1[N+](=O)[O-]	-2%	3%	12%	9%	-21	5	-10%	14	1	-6%
CC(=O)NC1=NN(C(C)=O)C(c2ccc(F)cc2)S1 (stereo not drawn)	-3%	/	0%	-1%	5	-11	0%	-8	-2	4%
